HTR5A inv ctr – HTR5A inverse agonists in luminescence cell assay, primary screen, counter-screen for OPRM1-OPRD1 heterodimer inverse agonist project, full-deck HTS. 0.083% of 340,000 active. HTR5A cell line, inverse agonism. 5-hydroxytryptamine receptor 5A (Homo sapiens), P47898. inhibition, % at 9.3 µM; in the data active means inhibition mostly above about 23%, no sharp cut-off; inactive means mostly below about 18%;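 further: 0% = cells with DMSO and 100% = no-cell wells with DMSO; some compounds called inactive have numbers as strong as hits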
Target sequence (P47898 whole entry, looked up): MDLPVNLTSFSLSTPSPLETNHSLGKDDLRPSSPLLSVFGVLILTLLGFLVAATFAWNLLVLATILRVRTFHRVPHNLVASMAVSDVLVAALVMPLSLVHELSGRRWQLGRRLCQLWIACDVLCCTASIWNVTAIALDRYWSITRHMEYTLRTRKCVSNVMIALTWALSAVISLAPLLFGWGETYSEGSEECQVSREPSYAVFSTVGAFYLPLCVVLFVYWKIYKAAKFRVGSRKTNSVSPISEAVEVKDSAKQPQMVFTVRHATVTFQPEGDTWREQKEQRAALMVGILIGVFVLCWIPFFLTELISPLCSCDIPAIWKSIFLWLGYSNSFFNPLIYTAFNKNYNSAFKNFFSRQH
DSG3 Ab inh – inhibitors of pemphigus antibody binding to DSG3, primary screen, biochemical, bead-based, flow cytometry, scFv-GFP; Desmoglein-3 (Homo sapiens), P32926; DSG3-coupled beads, scFv-anti-DSG3-GFP binding; hits give low values; binding (percent of control), % at 10 µM; 0.48% of 310,000 active;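 active means binding more than 3 SD below its plate's average and above zero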;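 further: hits lower antibody fragment binding to DSG3; some compounds called inactive have numbers as strong as hits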
Arrestin-AP2 inh – inhibitors of beta-arrestin/AP2 binding, primary screen, biochemical, GPCR trafficking, flow cytometry; FITC-arrestin peptide / GST-AP2 beads; AP2 beta2 appendage carries R879A mutation; inhibition, % at 10 µM; 0.31% of 340,000 active; AID 504490, 2011;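 active means inhibition above a set limit, near 3 SD of compounds lacking own fluorescence, cut at about 54% in these data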;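 further: plate controls were DMSO wells for no effect and 5 µM unlabelled arrestin peptide for full effect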
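System: GST-tagged AP2 beta2-adaptin appendage (R879A) on 4 µm glutathione beads / Reagent: FITC-arrestin peptide, 50 nM / Detection: HyperCyt-sampled flow cytometry, FL1 channel, ex 488/em 535 nm / Timing: 12 min plus 1 h, RT / Buffer or medium: PBS plus Tween 20 (0.05%) and BSA (0.1%)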
HTR5A ag – HTR5A agonists in luminescence cell assay, primary screen, counter-screen for OPRM1-OPRD1 heterodimer agonist project, full-deck HTS | 5-hydroxytryptamine receptor 5A (Homo sapiens), P47898 | cell-based | activation, % at 9.3 µM | 0.61% of 340,000 active; in the data active means activation mostly above about 9.5%, no sharp cut-off; inactive means mostly below about 7.6%;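 further: 0% = cells with vehicle only and 100% = reference agonist; strong numbers were not always called active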
PKA-R1A act – activators of PKA-R1A holoenzyme, primary screen, biochemical, fluorescence polarization, Cy5-IP20, bovine R1A, mouse PKAc; cAMP-dependent protein kinase type I-alpha regulatory subunit (Bos taurus) + …; PKA-R1A dissociation; scaled: DMSO 0%, 113 µM cGMP 100%; activation, % at 11.4 µM; AID 504707, 2011; 0.083% of 340,000 active;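 active means percent activation above the mean of all tested compounds plus 3 SD, cut at about 19% in these data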;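 further: higher means more PKAc released from R1A so a rise in polarization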
OPRM1-OPRD1 inv – inverse agonists of MOR-DOR heterodimerization, primary screen, cell-based, luminescence | Mu-type opioid receptor (Homo sapiens) + Delta-type opioid receptor (Homo sapiens), … | cell-based MOR-DOR heterodimer luminescence, inverse agonism | inhibition, % at 9.3 µM | 0.21% of 340,000 active | AID 504357, 2011; in the data active means inhibition above about 22%, passing the limit was not always enough;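 further: 0% = cells with DMSO and 100% = wells without cells with DMSO; values of inactives mirror those of a sister screen read the other way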
MOR-DOR ag – agonists of OPRM1-OPRD1 heterodimerization, primary screen, cell-based, luminescence | Mu-type opioid receptor (Homo sapiens) + Delta-type opioid receptor (Homo sapiens), … | cells | activation, % at 9.3 µM | 0.3% of 340,000 active | AID 504326, 2011; in the data active means activation above about 18%;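 further: 0% = vehicle-treated cells and 100% = reference agonist; values of inactives mirror those of a sister screen read the other way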
PKA-R2B act – activators of PKA-R2B holoenzyme, primary screen, biochemical, fluorescence polarization, Cy5-IP20, human; cAMP-dependent protein kinase catalytic subunit beta (Homo sapiens) + cAMP-dependent …; activation, % at 11.4 µM; AID 504700, 2011; 0.079% of 340,000 active; PKA-R2B holoenzyme dissociation; R2B truncated from residue 108, S112A mutant; 0% DMSO only, 100% 113 µM cGMP;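 active means activation above a cutoff set at the mean over all compounds plus 3 SD, cut at about 18% in these data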;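 further: higher means more holoenzyme dissociation and a rise in polarization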
Target sequence (P31323 whole entry, looked up, other chains not shown, the tested form may be a part): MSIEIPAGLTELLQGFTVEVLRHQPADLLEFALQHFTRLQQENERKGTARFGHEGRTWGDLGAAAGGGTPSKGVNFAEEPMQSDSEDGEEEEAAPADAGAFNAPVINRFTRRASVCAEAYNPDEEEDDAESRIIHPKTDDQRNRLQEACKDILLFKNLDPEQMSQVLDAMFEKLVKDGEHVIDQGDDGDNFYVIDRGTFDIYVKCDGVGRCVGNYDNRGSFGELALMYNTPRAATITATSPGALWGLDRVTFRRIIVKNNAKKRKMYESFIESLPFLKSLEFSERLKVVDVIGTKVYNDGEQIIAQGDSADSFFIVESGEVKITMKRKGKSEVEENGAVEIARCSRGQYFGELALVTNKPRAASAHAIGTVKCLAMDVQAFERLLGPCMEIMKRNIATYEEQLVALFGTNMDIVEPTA
DAGLB inhibitor – DAGLB lipase inhibitors, primary screen, biochemical, fluorescence, HTS | Diacylglycerol lipase-beta (Homo sapiens), Q8NCG7 | HEK293T DAGLB membrane lysate, EnzChek fluorogenic substrate | inhibition, % at 5.17 µM | 0.059% of 340,000 active; in the data active means inhibition above about 34%;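 further: 0% = enzyme with vehicle and 100% = wells lacking enzyme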
V-ATPase pH – regulators of yeast V-ATPase proton pumping, primary screen, pHLuorin cytosolic pH fluorescence; 0.37% of 350,000 active; response, % at 10 µM; S. cerevisiae; AID 504577, 2011; in the data active means response mostly above about 7.3%, no sharp cut-off; inactive means mostly below about 5.4%; further: actives read high; inactives centre near 0; some compounds called inactive have numbers as strong as hits; reference of the scale not given here
An asterisk follows results filed as active; / = not tested or not shown.

Molecule,HTR5A inv ctr,DSG3 Ab inh,Arrestin-AP2 inh,HTR5A ag,PKA-R1A act,OPRM1-OPRD1 inv,MOR-DOR ag,PKA-R2B act,DAGLB inhibitor,V-ATPase pH
Cc1ccc(/C=N/NC(=O)c2ccoc2C)o1,-4,/,-1,-1,-7,8,-1.6,-5,-1,-2
O=C(NC(=S)NNC(=O)c1ccccc1[N+](=O)[O-])c1ccccc1,3,106,6,-1,2,9,-1.6,-14,-3,-2
COc1ccc(NC(=O)c2ccc(S(=O)(=O)NCc3cccnc3)cc2)cc1,-39,/,25,0,-7,9,-1.2,6,1,3
Cc1onc(-c2ccccc2)c1C(=O)NCC1CCN(C(=O)c2c(-c3ccccc3)noc2C)CC1,-19,92,11,3,-4,5,-0.8,2,1,4
CCCCC1(C(=O)OC)NC(c2ccc(O)cc2)C2C(=O)N(c3ccccc3)C(=O)C21 (configuration not stated),-25,96,3,-3,-7,18,-3.6,-4,-1,-5
O=C(Nc1ccc2c(c1)OCO2)c1n[nH]c(=O)c2ccccc12,4,101,28,-1,-8,8,-1.5,4,2,-3
CCCCOC(=O)c1cccc(NC(=O)CCC(=O)O)c1,-3,96,-3,1,-1,-1,0.2,5,0,-1
Cc1occc1C(=O)N1CCCC(CCC(=O)NCc2ccc(F)c(F)c2)C1 (configuration not stated),5,115,12,-3,-16,10,-2.1,-4,0,1
COCCNC(=O)c1cc(-c2ccncc2)nc2ccc(S(=O)(=O)N3CCOCC3)cc12,-3,100,-6,-1,0,8,-1.4,6,-1,0
CCCN1Cc2cccc(C(=O)Nc3ccc(-c4nc5ccccc5[nH]4)cc3)c2C1=O,-31,97,34,1,-2,13,-2.5,-11,-1,-3
COc1ccc(S(=O)(=O)N2CCC(C(=O)Nc3ccc4c(c3)OCCO4)CC2)cc1OC,-7,103,15,3,-2,13,-2.5,-5,0,-4
COc1cc(NC(=S)Nc2ccccn2)cc(OC)c1,-9,/,0,4,2,10,-2.0,-3,2,6
CC1CC(C)(C)NC(=S)S1 (configuration not stated),-26,79,5,4,2,10,-1.9,-3,0,1
CCN(CC(=O)Nc1ccc(NC(C)=O)cc1)C(=O)C1(c2ccccc2)CC1,-9,100,-5,-1,11,18,-4.9,5,-5,-5
CCOC(=O)CCCNC(=O)CN1C(=O)NC2(CCCCCC2)C1=O,5,101,9,-1,-10,-4,0.8,7,1,4
O=C(COC(=O)[C@@H]1CCCN1S(=O)(=O)c1ccc(Cl)cc1)NC12CC3CC(CC(C3)C1)C2,18,98,-3,2,-1,-34,6.5,9,-8,-1
Cc1cc(C)nc(NS(=O)(=O)c2ccc(N3C(=O)C4CCCCC4C3=O)cc2)n1 (configuration not stated),15,/,35,-5,-9,-21,2.8,-5,-2,-5
COc1cc(-c2nnc(COc3ccc(Cl)cc3C)o2)cc(OC)c1OC,5,/,5,-2,1,0,0.1,5,-2,-1
CCOC(=O)C1=C(COC(=O)/C=C/c2ccccc2F)NC(=O)NC1C (configuration not stated),-8,119,27,3,1,3,-0.5,-4,-1,-3
CCC(=O)Nc1ccc(Cl)c(NC(=S)NC(C)=O)c1,13,105,-2,-5,-16,-6,0.8,1,0,2
Cc1ccc(C)c(N2CCN(CCN3CCCCC3)CC2)c1,1,104,31,0,0,10,-2.1,1,0,-1
COc1ccc2oc(C(=O)N(CC(C)C)C3CCS(=O)(=O)C3)c(C)c2c1 (configuration not stated),5,103,-12,-2,-12,14,-2.6,-9,0,-4
COc1ccc(N2C3=[N+](CC2(C)O)c2ccccc2CC3)cc1 (configuration not stated),4,100,-1,-1,4,17,-3.3,-6,1,-1
O=[N+]([O-])c1cc(S(=O)(=O)N2CCCC2)ccc1NCCc1ccccc1,-6,/,5,5,3,2,-0.4,-10,1,-5
c1ccc2c(Cn3nnc4ccccc43)cccc2c1,-23,106,-8,-2,-8,-2,0.3,-1,-1,3
Cc1ccc2nc(-c3ccc(NC(=O)COC(=O)c4ccc(Br)o4)cc3)sc2c1,-13,123,-10,-2,3,12,-2.2,-4,0,-1
CCOC(=O)C1CCN(S(=O)(=O)c2cccc(C(=O)Nc3ccccc3)c2)CC1,-11,/,24,2,-4,9,-1.7,-6,-5,-3
O=C(NC(=S)NCc1cccnc1)c1ccc([N+](=O)[O-])cc1,-12,92,3,4,-2,-43,6.1,2,-4,1
O=C(Cn1c(NCCCCl)nc2ccccc21)c1ccccc1,13,106,-3,2,5,21,-3.8,3,-1,-6
Cc1ccc(OCC(=O)N2CCc3ccccc3C2)c(Br)c1,-11,95,14,3,-13,8,-1.8,-15,-6,-2
Cc1nc2cc(-c3cccc(F)c3)nn2c(C)c1CCC(=O)N1CCN(c2ccccn2)CC1,-1,102,34,0,-13,2,-0.4,11,-1,2
Nc1c(-c2cccs2)cnn1-c1nc(-c2ccc(F)cc2)cs1,4,-16*,5,-2,6,5,-1.0,2,-7,-4
CCC(=O)N[C@@H]1CC(C(C)(C)NC(=O)CC)CC=C1C (some centres not stated),13,/,12,-1,0,17,-3.1,-1,-2,-7
COc1ccc(-c2sc3cc(OC)c(OC)cc3c2C#CCO)cc1,-6,87,-4,1,10,-17,3.6,5,-4,5
COc1ccc(NC(=O)c2ccc(NC(=O)COC(=O)c3cnc(C)cn3)cc2)cc1,-19,98,-9,-5,4,-42,6.7,-7,3,4
COc1ccc(C(C(=O)NC2CCCC2)N(CCC(C)C)C(=O)CCC(=O)Nc2cc(C)on2)cc1 (configuration not stated),-3,100,8,1,-3,0,0.1,-6,0,3
Cc1nn(C(C)C(=O)NCCc2cccs2)c(=O)c2nn(-c3ccccc3)c(C)c12 (configuration not stated),13,102,-7,-2,2,5,-1.0,3,1,0
COc1ccc(-c2c(C#Cc3ccsc3)c3cc(Br)ccc3n2C)cc1,-8,107,2,6,0,16,-2.8,-11,-8,-1
Cc1occc1C(=O)NNC(=O)Cc1ccccc1,8,101,8,4,-2,14,-2.4,-9,1,1
CCOC(=O)C1=C(C)NC(=O)CC1c1ccccc1OC (configuration not stated),4,107,11,-1,-4,4,-0.8,6,1,-3
O=C(O)c1ccccc1C(=O)Nc1cc(-c2ccccc2)[nH]n1,7,98,-7,-2,-11,20,-4.3,-14,-1,-1
Nc1nc(CSC(=S)N2CCOCC2)nc(Nc2ccccc2)n1,4,100,12,-1,5,-8,1.3,-4,-4,3
COCCN(CC(=O)NCC1CCCO1)C(=O)CCC(=O)Nc1ccccn1 (configuration not stated),-1,102,0,1,9,9,-1.8,0,-1,0
CN(Cc1c(F)cccc1Cl)C(=O)c1cnc2ccccc2n1,-2,93,-6,7,6,7,-1.2,0,-4,0
CCCCOC(=O)c1c(C)oc2ccc(NS(=O)(=O)c3ccc4c5c(cccc35)C(=O)N4)cc12,-17,98,26,2,-12,2,-0.4,-3,0,0
CCOC(=O)N1CCC(NS(=O)(=O)c2cc(Br)cc3c2N(C(=O)CC)CC3)CC1,-4,104,6,4,0,-11,1.8,7,0,-1
Cc1ccc(S(=O)(=O)N2CCCC2C(=O)OCC(=O)Nc2ccc3c(c2)OCO3)cc1 (configuration not stated),1,/,-2,4,-3,-2,0.3,1,-1,0
Cn1c(Cn2c(=O)sc3ccccc32)nnc1SCC(=O)NCc1ccco1,7,108,0,-3,4,16,-3.0,-6,1,-2
COc1cc(Cl)c(S(=O)(=O)NCc2ccccn2)cc1Cl,-28,109,2,-2,2,17,-2.9,1,2,1
O=C(Cc1n[nH]c(=O)c2ccccc12)N1CCN(c2ccc(F)cc2)CC1,11,/,7,-1,1,-1,0.3,-7,1,0
COC(=O)c1cccc(NC(=O)CCCOc2cccc(C)c2)c1,17,96,-12,-1,-5,10,-2.2,-4,-5,0
COc1cc(C2CC(=O)N(c3ccc(C)cc3)C(=O)C2)cc(OC)c1OC,-20,/,8,8,4,18,-3.7,4,1,0
CCc1ccccc1NC(=O)C1CCCN(S(=O)(=O)c2ccc3c(c2)CC(C)N3C(C)=O)C1 (configuration not stated),-8,102,17,3,-18,12,-2.1,-15,-1,4
CC1=C(C(=O)OCCOC(C)C)C(c2cc3c(cc2Br)OCO3)C2=C(CCCC2=O)N1 (configuration not stated),17,99,13,-2,-8,-8,1.4,2,-4,3
CCOC(=O)[C@H]1[C@H]2COc3ccc(Cl)cc3[C@@H]2N2C(=O)CN(Cc3ccc(F)cc3)C(=O)[C@@]12C,-26,101,-7,0,1,-3,0.5,7,-4,1
O=C(O)/C=C\C(=O)Nc1ccccc1N1CCN(c2ccccc2)CC1,-19,115,8,-4,-5,12,-2.1,-4,1,-1
CC(COS(N)(=O)=O)Cc1ccc(C(F)(F)F)cc1 (configuration not stated),-8,102,1,3,-3,-7,1.3,10,-2,0
CC(C)C(=O)c1cc2c(cc1NC(=O)c1ccccc1)OCCO2,-4,100,1,0,2,-19,3.5,-9,-7,5
O=C(CSc1nc2ccccc2c(=O)n1-c1ccccc1)N1CCC1,10,99,-9,-1,-8,10,-1.9,0,0,-3
O=C(NCC1CCCN(Cc2ccccc2F)C1)c1cccc(C(F)(F)F)c1 (configuration not stated),-4,93,0,-1,-7,5,-1.1,-7,-1,1

Additional structures.
Molecule,HTR5A inv ctr,DSG3 Ab inh,Arrestin-AP2 inh,HTR5A ag,PKA-R1A act,OPRM1-OPRD1 inv,MOR-DOR ag,PKA-R2B act,DAGLB inhibitor,V-ATPase pH
CCOC(=O)[C@H]1[C@H]2COc3ccc(Br)cc3[C@@H]2N2C(=O)N(c3ccc(F)cc3)C(=O)[C@@]12C,-18,100,29,6,-4,-40,6.9,3,-4,-5
CCOC(=O)Cn1c2ccc(C)cc2c2nc(C)sc21,-10,98,24,4,-9,5,-1.1,-4,-3,1
c1cncc(-c2noc(-c3ccco3)n2)c1,6,98,4,-2,11,11,-2.1,3,-4,0
Cc1cc(C)n(-c2ccc(NC(=O)C3CCCCN3C(=O)c3cc(C)oc3C)cc2)n1 (configuration not stated),-13,92,-8,2,0,15,-2.9,10,0,-1
CCOC(=O)N1CCC(NC(=O)c2cc3c(-c4cccc(OC)c4)nn(C)c3s2)CC1,1,90,1,0,-10,-9,1.6,1,-1,7

Source: PubChem
